# High-throughput results (PubChem BioAssay)
# Mdm2 MdmX PPI = disrupts the human Mdm2-MdmX interaction; O15151+Q00987; SaOS-2 split-luciferase Mdm2/MdmX complementation, luminescence; 330,000 tested, 3% active; AID 485346; inhibition, % at 8 µM;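 active = inhibition of at least 50% at 8 µM in the primary screen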
# Target sequence (O15151 whole entry, looked up): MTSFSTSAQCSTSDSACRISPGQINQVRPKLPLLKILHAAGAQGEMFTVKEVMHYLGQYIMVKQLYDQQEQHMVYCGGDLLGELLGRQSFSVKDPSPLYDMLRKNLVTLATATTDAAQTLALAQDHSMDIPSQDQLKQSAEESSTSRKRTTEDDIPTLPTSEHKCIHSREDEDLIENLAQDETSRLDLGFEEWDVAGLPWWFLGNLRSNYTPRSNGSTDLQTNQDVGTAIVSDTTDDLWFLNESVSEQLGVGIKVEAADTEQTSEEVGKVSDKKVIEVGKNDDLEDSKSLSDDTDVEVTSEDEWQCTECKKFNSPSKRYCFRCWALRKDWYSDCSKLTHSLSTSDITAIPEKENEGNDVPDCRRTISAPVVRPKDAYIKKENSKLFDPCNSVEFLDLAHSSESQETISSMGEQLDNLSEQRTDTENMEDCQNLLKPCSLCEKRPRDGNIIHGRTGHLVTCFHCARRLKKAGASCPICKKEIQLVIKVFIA
# Target sequence (Q00987 whole entry, looked up): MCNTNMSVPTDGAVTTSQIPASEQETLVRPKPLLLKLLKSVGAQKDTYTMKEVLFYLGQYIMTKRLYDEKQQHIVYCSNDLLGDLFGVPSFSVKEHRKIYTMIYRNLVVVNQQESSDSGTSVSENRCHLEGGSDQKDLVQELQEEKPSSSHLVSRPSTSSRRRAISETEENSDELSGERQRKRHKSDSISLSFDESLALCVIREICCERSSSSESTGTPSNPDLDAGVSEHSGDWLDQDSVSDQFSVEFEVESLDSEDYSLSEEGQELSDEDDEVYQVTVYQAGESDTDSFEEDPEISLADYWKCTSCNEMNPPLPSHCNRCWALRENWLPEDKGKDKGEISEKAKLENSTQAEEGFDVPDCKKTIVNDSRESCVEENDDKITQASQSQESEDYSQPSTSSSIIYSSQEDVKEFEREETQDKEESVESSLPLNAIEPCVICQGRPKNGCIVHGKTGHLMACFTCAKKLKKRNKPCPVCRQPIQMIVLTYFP
# EBI2 block = EBI2 (human) antagonism | 360,000 tested, 0.81% active | P32249 | AID 651636 | inhibition, % at 5 µM | EBI2 beta-arrestin recruitment, luminescence, 7a,25-OHC stimulated; in the data active = inhibition above about 38%;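 also: enzyme fragment complementation signal reports receptor beta-arrestin coupling in cells; 0% = agonist plus DMSO wells and 100% = wells without agonist; some results beyond the cut were filed as inactive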
# XBP1 UPR activ = adaptive UPR (XBP1) activation. CHO-XBP1 luciferase reporter, IRE1-XBP1 UPR activation, luminescence; percent of tunicamycin response, DMSO as zero. activation, % at 20 µM. 330,000 tested, 0.33% active. AID 463104;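 active = versus positive control, 20 µM dose yields 30% or more activation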;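 also: 100% = tunicamycin at 10 µg/mL and 0% = DMSO only wells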
#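 Assay system: CHO-XBP1 luciferase reporter cells; Schedule: 6 h treatment, 37 °C; Detection: glow luminescence from Steady-Glo reagent; Benchmarks: high control tunicamycin 10 µg/mL final, low control DMSO vehicle only.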
# 697 NFkB inh = lowers PMA/ionomycin-induced NF-kB signal in 697 B cells. 697 B-cell NF-kB luciferase reporter, 16 h. inhibition, % at 4 µM. 330,000 tested, 0.33% active. AID 435022; in the data active = inhibition above about 35%
# CCR6 antag = CCR6 (human) receptor antagonism | P51684 | inhibition, % at 20 µM | AID 493098 | CHO-K1 CCR6 PathHunter beta-arrestin, luminescence, CCL20-stimulated | 340,000 tested, 0.49% active;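 active = compounds whose inhibition of the agonist-driven luminescence signal at 20 µM reaches about 50%, limit read from the data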;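 also: cells stimulated with CCL20 at 14 nM final; plate controls were DMSO with CCL20 for no effect and DMSO without agonist for full effect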
# UPR CHOP act = apoptotic UPR (CHOP) activation; CHO-CHOP luciferase reporter, luminescence; percent of tunicamycin response over DMSO baseline; activation, % at 10 µM; 330,000 tested, 0.34% active;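 active = at 10 µM dose, activation of 40% or more, normalized to positive control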;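 also: 100% = tunicamycin at 10 µg/mL and 0% = DMSO alone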
#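 Test system: CHO CHOP reporter cells. Input: 500 CHO-CHOP cells per well. Medium: F12 with 10% FBS. Technique: luciferase luminescence. Measure: percent activation relative to tunicamycin control. Dosing: 10 µM compound, 0.5% DMSO. Timing: 16-18 h cell attachment, then 6 h compound exposure, 37 °C.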
# CXCR6 inh = blocks human CXCR6 beta-arrestin recruitment | AID 602244 | CHO-K1 PathHunter CXCR6 beta-arrestin, luminescence | 360,000 tested, 0.36% active | inhibition, % at 20 µM | O00574; in the data active = inhibition above about 34%, passing the limit was not always enough;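 also: antagonist mode with CXCL16 agonist at 10 nM final; 0% = 10 nM CXCL16 with DMSO and 100% = unstimulated wells without agonist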
# Gli-Sufu antag = blocks Gli-Sufu signaling in a luciferase reporter; Sufu-KO-LIGHT fibroblasts, Gli luciferase reporter luminescence; inhibition, % at 5 µM; 340,000 tested, 0.74% active;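 active = inhibition above about 55%, limit read from the data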;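 also: 0% = DMSO-treated cells and 100% = wells with medium but no cells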
# Jurkat NFkB inh = inhibitors of the PMA/ionomycin-induced NF-kB reporter in Jurkat cells. PMA/ionomycin-induced NF-kB luciferase reporter, luminescence. inhibition, % at 4 µM. 330,000 tested, 0.53% active; in the data active = inhibition above about 50%
# Starred values were filed as active, the others as inactive; · = not tested or not shown.
SMILES,Mdm2 MdmX PPI,EBI2 block,XBP1 UPR activ,697 NFkB inh,CCR6 antag,UPR CHOP act,CXCR6 inh,Gli-Sufu antag,Jurkat NFkB inh
COc1cccc2sc(N(CCCN(C)C)C(=O)c3sc4ccccc4c3Cl)nc12,-5.3,0.4,4.7,4.4,0.7,1.2,-5.1,4.7,-8.6
NS(=O)(=O)c1ccc(NC(=O)CCC(=O)c2cccs2)cc1,5.1,-7.2,0.2,-10.7,5.8,2.1,-6.7,3.7,-7.2
CCn1c2ccccc2c2cc(N=C3SC(CC(=O)Nc4ccccc4OC)C(=O)N3C)ccc21 (stereo unspecified),24.8,5.8,-2.3,-14.8,-6.2,2.5,-3.1,16.5,6.7
CCOCCCNC(=S)N(Cc1ccccc1)Cc1nc2ccccc2c(=O)[nH]1,-0.1,3.2,2.4,0.0,5.5,-0.3,-10.1,2.6,-6.1
CCOc1cc(C(=O)N/N=C/C2CC=CCC2)cc(OCC)c1OCC (stereo unspecified),7.6,-8.6,-1.4,-4.3,-14.9,-0.3,3.5,-3.8,-12.4
O=C(N/N=C/c1cccnc1)c1cc(-c2ccccc2)nc2ccccc12,14.7,21.0,-0.8,-1.2,6.7,2.8,7.4,3.8,-8.5
C=CCNC(=O)CSc1nnc(-c2ccccc2Br)n1-c1cccc(C(F)(F)F)c1,7.7,-7.0,-2.3,14.0,7.3,-1.0,-13.2,5.2,-2.3
Cc1ccc2nc(CSc3nnc(-c4ccco4)n3-c3ccccc3)cc(=O)n2c1,6.3,6.2,3.4,9.0,19.9,-0.1,2.2,·,3.4
CC(=O)c1ccc(S(=O)(=O)Nc2ccc3c(c2)OCO3)cc1,24.5,-4.9,3.3,-3.4,18.8,1.6,-12.2,-9.2,-0.3
O=C(/C=C/c1ccco1)N/C(=C\c1ccccc1)C(=O)NCCc1nc2ccccc2[nH]1,16.9,10.0,-5.6,14.7,12.3,-0.3,3.3,-5.1,4.7
COc1ccc(-c2nc(CS(=O)(=O)CC(=O)NCCc3cc(OC)ccc3OC)c(C)o2)cc1,7.4,2.4,-2.1,1.0,6.6,-1.1,2.4,8.9,-20.8
CC(C)Cc1ccc(/C=C/C(=O)N2CCCCC2)cc1,-176.1,5.3,2.8,-72.2,4.8,4.2,-8.8,-79.0,-110.1
COc1cccc(OC)c1C(=O)Nc1ccc(Cc2ccncc2)cc1,-31.0,-12.7,0.3,-57.6,-7.3,1.7,-9.5,-5.8,46.4
CCOC(=O)CC(=O)NC1(Cc2ccc(O)cc2)CCCCC1,-10.6,-0.6,0.8,8.3,14.2,-1.9,-2.2,-6.1,-9.1
Cc1c(CC(=O)NCC(=O)O)c(=O)oc2cc3c(cc12)CCC(C)(C)O3,12.9,-2.9,-3.6,8.5,-9.2,1.3,17.2,-4.2,5.1
CCn1nc(NS(=O)(=O)c2ccc([N+](=O)[O-])cc2)c2cc3cc(C)ccc3nc21,6.1,0.5,-2.7,4.8,1.4,0.4,10.6,-6.3,9.2
CCCCC(CC(C)O)c1n[nH]c(=S)n1-c1ccccc1 (stereo unspecified),-20.9,-8.4,1.3,-5.6,-22.6,0.7,-7.0,-2.5,5.8
Cc1ccc(/C=c2\s/c(=C(/C#N)C(=O)N3CCCC3)n(Cc3ccco3)c2=O)s1,16.3,11.1,1.4,-34.4,20.4,6.3,15.2,3.4,6.4
COc1ccc2sc(NC(=O)c3ccco3)nc2c1,-42.9,-8.2,-7.3,-281.5,2.5,-4.9,-3.5,-99.2,-88.7
O=C(CCOc1ccccc1)Nc1ccccc1[N+](=O)[O-],-3.7,-10.8,-0.3,4.1,-10.5,3.3,-6.4,-7.6,-10.8
Cc1ccc(N=C(NOC(=O)c2ccccc2)c2nonc2N)c(C)c1,8.6,14.3,0.5,2.1,-7.4,-0.2,-3.5,2.5,13.7
CN(C(=O)C(C)(C)C)c1ccc(OCC(=O)N2CCc3ccccc3C2)cc1,19.1,5.0,1.2,-17.5,5.1,1.1,-3.1,20.6,33.3
CCc1ccc(S(=O)(=O)N2CCN(Cc3ccco3)CC2)cc1,38.3,-10.5,-4.9,15.2,-3.8,-1.1,-4.8,22.5,5.4
Cc1ccccc1C(=O)N1CCN(S(=O)(=O)c2cccs2)CC1,2.4,-6.1,4.0,6.9,15.7,-2.4,2.0,3.9,-0.5
O=S(=O)(/C=C/c1ccccc1)N1CCN(c2cccc(Cl)c2)CC1,9.0,14.9,-0.3,10.0,22.4,0.1,-0.5,-3.5,9.1

# 4 entries from above, bar-delimited.
Structure | Mdm2 MdmX PPI | EBI2 block | XBP1 UPR activ | 697 NFkB inh | CCR6 antag | UPR CHOP act | CXCR6 inh | Gli-Sufu antag | Jurkat NFkB inh
CCCCC(CC(C)O)c1n[nH]c(=S)n1-c1ccccc1 (stereo unspecified) | -20.9 | -8.4 | 1.3 | -5.6 | -22.6 | 0.7 | -7.0 | -2.5 | 5.8
Cc1ccc(/C=c2\s/c(=C(/C#N)C(=O)N3CCCC3)n(Cc3ccco3)c2=O)s1 | 16.3 | 11.1 | 1.4 | -34.4 | 20.4 | 6.3 | 15.2 | 3.4 | 6.4
COc1ccc2sc(NC(=O)c3ccco3)nc2c1 | -42.9 | -8.2 | -7.3 | -281.5 | 2.5 | -4.9 | -3.5 | -99.2 | -88.7
O=C(CCOc1ccccc1)Nc1ccccc1[N+](=O)[O-] | -3.7 | -10.8 | -0.3 | 4.1 | -10.5 | 3.3 | -6.4 | -7.6 | -10.8

# The results go on:
SMILES,Mdm2 MdmX PPI,EBI2 block,XBP1 UPR activ,697 NFkB inh,CCR6 antag,UPR CHOP act,CXCR6 inh,Gli-Sufu antag,Jurkat NFkB inh
CCN(CC)CCCN=Cc1c(-c2ccccc2)[nH]n(-c2nc3ccccc3s2)c1=O,-0.9,-5.3,-0.8,40.1*,5.0,0.1,11.7,3.5,6.9
O=C(O)C1CCCCC1C(=O)N1CCCC1 (stereo unspecified),10.4,-7.7,-1.1,16.6,3.5,-1.2,-2.4,3.2,1.7
CC1CN(C(=O)CCC(=O)NC(C)c2ccccc2)c2cc(Cl)ccc2O1 (stereo unspecified),32.6,7.3,-4.2,7.5,3.2,0.9,-5.9,1.1,-15.9
CCOC(=O)N1CCN(S(=O)(=O)c2ccc3c4c(cccc24)C(=O)N3)CC1,-11.9,1.2,-1.6,4.3,12.1,2.5,-2.8,10.3,12.7
O=C(Nc1ccc(F)cc1)c1ccc2ncsc2c1,-16.3,8.3,-2.5,-65.1,5.6,3.6,-2.7,-53.4,-48.1
Cc1nn(CC(=O)N2CCOCC2)c(=O)c2c1sc1ccccc12,29.1,-2.6,0.7,-4.2,5.7,-0.6,0.3,-3.3,7.6
CCOC(=O)/C(C#N)=C/c1ccc(OC)c(OC)c1,-24.4,3.0,-0.7,-14.5,13.9,-0.6,-4.9,-5.1,-1.2
Cc1cc(NC(=O)CSCC(=O)N(c2ccc(F)cc2)C(C(=O)NC2CCCCC2)c2ccc(O)c(O)c2)no1 (stereo unspecified),-2.2,-7.8,-2.9,6.3,6.0,-1.6,-5.2,2.9,-14.5
CN(C)CCN(C(=O)c1cc(Cl)sc1Cl)c1nc2ccc(F)cc2s1,-21.4,-1.4,-0.7,0.3,7.0,2.3,-10.3,-4.6,-14.9
COc1ccc(/C=N/NC(=O)c2ccc(Br)cc2)cc1CN1CCOCC1,-2.6,24.8,-0.9,18.9,-3.1,-0.8,-0.2,-0.4,-6.8
CCC(C)(C)NC(=O)C(OC(=O)c1ccco1)c1ccccc1OC (stereo unspecified),17.3,-4.8,-0.4,-4.8,5.5,-2.4,4.2,2.5,-2.0
CCCCc1cc(=O)oc2cc(OCC(=O)N3CCc4ccccc43)ccc12,31.0,-5.5,-1.8,-15.1,5.8,-2.2,-0.2,-5.9,-16.7
COc1ccc(C2Cc3ccccc3C(=O)O2)cc1 (stereo unspecified),-12.0,19.9,-1.5,-9.6,-5.2,4.3,5.6,-10.0,-4.2
CCOCCn1c(C(C)C)nc2ccccc21,-8.3,-5.3,0.2,-18.5,-1.2,-3.1,0.8,-1.7,-11.4
Cc1nc2cc(NC(=O)c3ccc(N4C(=O)CCC4=O)cc3)ccc2s1,7.4,16.4,2.4,-10.8,12.0,0.2,-0.9,0.7,-9.6
O=C(NCCc1cccc(Cl)c1)c1cc([N+](=O)[O-])ccc1Cl,34.3,-1.3,-0.1,21.1,3.9,-0.6,-6.4,0.0,11.4
C/C(=N\NC(=O)CCC(=O)N/N=C(\C)c1ccc(C)o1)c1ccc(C)o1,-8.6,8.2,1.0,6.2,-3.4,0.9,2.9,0.9,1.0
O=C(CCC1CCN(C(=O)c2cc(C(F)(F)F)ccc2Cl)CC1)NC1CC1,-11.4,-8.7,-3.0,-10.3,4.1,-1.7,-1.8,4.3,-6.6
Cc1csc(SCC(=O)NC2CCCC2)n1,-14.7,5.0,0.0,3.8,10.9,0.5,-4.4,-9.8,5.9
O=C(NCCc1ccccc1)c1ccc(CS(=O)Cc2ccc(Cl)cc2)o1 (stereo unspecified),7.2,60.0*,-1.7,-6.7,10.0,0.7,-4.2,-4.5,-22.5
CC(=O)N1c2ccc(S(=O)(=O)N3CCCC3)cc2CC1C(=O)NCc1ccccc1F (stereo unspecified),11.6,2.2,-4.5,-2.7,2.3,1.9,6.8,-4.2,13.2
COC(=O)Cn1c(=O)cnc2ccccc21,3.6,8.4,3.0,28.8,-1.1,-1.7,1.7,-21.2,-6.2
COC(=O)C1=C(O)/C(=C\c2ccc(OCC(=O)Nc3ccccc3OC)cc2)N=C1C,20.3,7.4,-4.9,-4.0,8.6,0.9,-0.5,-23.1,-5.1
O=C(COc1ccc(Br)cc1)NCCCn1ccnc1,-9.2,0.7,-2.6,-59.3,4.9,1.9,5.3,-3.4,-3.9
CN1/C(=C\C(=O)CSc2nnc(NCc3ccccc3)s2)C(C)(C)c2ccccc21,21.4,27.2,1.9,-16.0,7.3,-1.5,-2.5,25.2,-4.7
SMILES,Mdm2 MdmX PPI,EBI2 block,XBP1 UPR activ,697 NFkB inh,CCR6 antag,UPR CHOP act,CXCR6 inh,Gli-Sufu antag,Jurkat NFkB inh
C1CN(CC2COC(CN3CCOCC3)CO2)CCO1 (stereo unspecified),·,-2.9,·,·,-1.3,·,4.5,5.4,·
O=C1C(Cl)=C(N2CCOCC2)C(=O)N1c1ccc(Br)cc1,-0.1,-2.5,-3.1,3.7,-19.9,0.4,-10.1,-12.1,0.6
O=C(Cn1c(C(F)(F)F)nc2ccccc21)Nc1ccccc1N1CCOCC1,6.6,3.9,2.1,21.2,6.2,0.2,6.2,6.0,0.6
COc1ccc(CN2CC(=O)N(c3cccc(Cl)c3)C2=S)cc1OC,22.0,-6.7,-0.5,6.8,11.9,2.9,3.5,-4.9,-10.5
O=C1c2ccccc2C(=O)N1Cc1nc2ccccc2c(=O)n1CCN1CCOCC1,25.4,2.4,-0.9,-7.8,2.4,-1.1,1.8,0.9,-6.2
NC(=O)c1ccsc1NC(=O)CSc1nc2ccccc2c(=O)n1CCCO,16.0,-1.5,-1.8,-1.3,1.2,0.0,-8.2,0.0,3.4
O=C1CC(c2ccco2)CC(O)=C1C=Nc1cc(Cl)ccc1O (stereo unspecified),21.4,3.8,3.6,2.4,5.8,15.6,9.7,17.7,10.9
COc1cc(C(=O)NCCN2C(=O)S/C(=C\c3ccc(F)cc3)C2=O)ccc1OCC(=O)N1CCOCC1,5.4,·,-1.4,-13.6,3.4,0.3,·,1.6,-11.9
Cc1cccc([N+](=O)[O-])c1NC(=O)COC(=O)c1nc2nccc(C)n2n1,-22.7,-7.1,-0.8,5.5,-1.8,-0.2,-2.2,-1.1,1.8

# The order is random; 5% or so of the library scored in one or more.
